RORa activator: activates the human nuclear receptor RORA; P35398; CHO-K1 Gal4-RORA LBD luciferase reporter, luminescence; percent increase over mock-subtracted basal signal; activation, % at 10 µM; actives 1.5% (n = 65,000);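 active = activation above the mean of all tested compounds plus 3 SD, cut at about 49% in these data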;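 also: 0% = DMSO-treated RORA cells and 100% = added signal equal to DMSO minus mock-transfected cells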
D1 allo mod: allosterically modulates the human D1 dopamine receptor. P21728. HEK293 D1, CRE-luciferase, dopamine EC30 potentiation; actives deviate in either direction. B-score at 10 µM. actives 5.9% (n = 58,000). AID 641;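 active = luminescence count or its row- and column-corrected plate score outside the 99.7% band of the plate's sample wells, on either side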
Her2 expr inh: Her2 kinase expression inhibition. P04626. SKBR-3 HER2 protein level, AlphaScreen, 18-24 h; hits give low values. HER2 level % of control, % at 10 µM. actives 0.69% (n = 65,000);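 active = HER2 level under 5% of the carrier-only control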;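 also: 100% = DMSO carrier and 0% = 500 nM PU-H71 HSP90 inhibitor; lower value means stronger loss of Her2 protein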
Hsp90 block: displaces geldanamycin probe from tumor Hsp90 | NCI-N417 lysate Hsp90, Cy3B-geldanamycin FP displacement | inhibition, % at 30 µM | actives 0.35% (n = 64,000);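 active = inhibition above 50%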;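 also: 0% = tracer plus lysate wells and 100% = tracer alone without lysate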
TNAP act DEA: activates human TNAP at intermediate phosphate acceptor concentration | 64,000 tested, under 10 active | purified TNAP, CDP-star luminescence, 100 mM DEA, 30 min; hits give high values; scale: 0 levamisole-inhibited, 1 vehicle-only enzyme | AID 813 | P05186 | activation factor at 20 µM;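 active = activation factor of at least 2 at 20 µM, relative to controls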
FXIIa mix inh: inhibitors of human coagulation factor XIIa, pooled mixtures. inhibition, % at 5 µM. AID 684. P00748. purified FXIIa, fluorogenic substrate. actives 0.2% (n = 62,000); in the data active = inhibition above about 20%, passing the limit was not always enough;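 also: 0% = enzyme without compound and 100% = no enzyme blank; some results filed as inactive read as strong as hits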
Cdc25B block: inhibitors of human Cdc25B phosphatase | P30305 | recombinant Cdc25B, OMFP fluorescence Ex485/Em525 | inhibition, %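 (compounds tested at 10 µM final in the well)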 | actives 0.1% (n = 65,000) | AID 368; in the data active = inhibition above about 50%
SF-1 act: activates the human nuclear receptor SF-1 | Q13285 | CHO-K1 Gal4-SF-1 LBD luciferase reporter; % increase over DMSO SF-1-specific signal | activation, % at 10 µM | actives 1.9% (n = 65,000);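 active = activation above the mean activation of all tested compounds plus 3 SD, cut at about 50% in these data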
Target sequence (Q13285 whole entry, looked up, the tested form may be a part): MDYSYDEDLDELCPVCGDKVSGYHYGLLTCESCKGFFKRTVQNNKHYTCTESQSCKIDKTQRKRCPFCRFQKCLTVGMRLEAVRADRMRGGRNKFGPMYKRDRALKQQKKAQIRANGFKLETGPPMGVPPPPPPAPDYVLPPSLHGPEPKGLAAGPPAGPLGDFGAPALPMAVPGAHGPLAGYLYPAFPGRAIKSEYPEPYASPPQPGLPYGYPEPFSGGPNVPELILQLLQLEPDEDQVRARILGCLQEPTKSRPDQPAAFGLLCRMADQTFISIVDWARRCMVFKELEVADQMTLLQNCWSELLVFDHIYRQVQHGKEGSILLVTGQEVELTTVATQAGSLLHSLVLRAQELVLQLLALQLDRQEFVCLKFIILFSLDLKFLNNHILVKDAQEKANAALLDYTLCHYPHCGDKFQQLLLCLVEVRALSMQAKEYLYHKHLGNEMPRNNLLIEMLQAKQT
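System: CHO-K1 cells with Gal4–hSF-1 LBD chimera plus Gal4-driven luciferase; quantity: 4,000 CHO-K1 cells per well; compound: one dose, 10 µM compound, 1% DMSO; times: 20 h compound treatment, 37 °C; measured by: SteadyLite luciferase luminescence; read-out: percent activation versus DMSO; benchmarks: DMSO and mock-transfected background; replicates: one test per compound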
MKP-1 inh: inhibitors of human MKP-1 phosphatase | inhibition, %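 (compounds tested at a single concentration somewhere between 10 and 100 µM)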 | AID 374 | actives 0.15% (n = 65,000) | recombinant MKP-1, OMFP hydrolysis fluorescence | P28562;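 active = inhibition above about 50%, limit read from the data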;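 also: 0% = DMSO max control wells and 100% = wells with enzyme stopped by NaOH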
Target sequence (P28562 whole entry, looked up): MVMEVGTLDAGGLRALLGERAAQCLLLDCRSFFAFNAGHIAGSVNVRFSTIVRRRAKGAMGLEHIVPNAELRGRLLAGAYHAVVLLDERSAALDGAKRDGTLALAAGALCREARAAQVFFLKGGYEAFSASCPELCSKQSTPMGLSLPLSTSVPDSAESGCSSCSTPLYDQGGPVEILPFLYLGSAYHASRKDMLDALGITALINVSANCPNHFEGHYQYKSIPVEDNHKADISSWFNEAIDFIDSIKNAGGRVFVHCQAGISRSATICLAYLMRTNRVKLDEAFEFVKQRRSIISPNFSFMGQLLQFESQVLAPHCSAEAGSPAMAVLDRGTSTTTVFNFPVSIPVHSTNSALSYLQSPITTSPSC
An asterisk follows results filed as active; . = no result given.

Order of values – RORa activator, D1 allo mod, Her2 expr inh, Hsp90 block, TNAP act DEA, FXIIa mix inh, Cdc25B block, SF-1 act, MKP-1 inh
COc1ccc(S(=O)(=O)N2CCCCC2C(=O)O)cc1OC (configuration not stated)
 : -1, ., 92, ., 0.9, 4, 2, -2, 8
CC1CC(C)CN(S(=O)(=O)c2ccc(C(=O)N3CCN(c4ccccc4)CC3)cc2)C1 (configuration not stated)
 : 13, -0.71, 83, 2, 0.9, 6, -9, -4, 2
O=C1CCn2nc(-c3ccc(Cl)cc3)cc2N1
 : 61*, 0.89, 79, 0, 0.9, 6, -4, 31, 4
CCn1c(CCCNC(=O)c2cccs2)nc2ccccc21
 : -9, -2, 71, -1, 0.9, 1, -17, -13, 2
Oc1[nH]c2ccccc2c1OCc1ccncc1
 : 4, 0.66, 96, -7, 0.9, 7, -18, -8, 0
CCn1c(COc2ccc3c(c2)CCCC3)nnc1SCC(=O)Nc1nccs1
 : 0, -0.45, 90, -2, 0.8, -1, -3, 0, 5
Cc1cc2oc(C(=O)NCc3ccncc3)c(C)c2cc1C
 : 1, -0.76, 67, -2, 0.9, -1, -1, -2, 13
O=C(O)c1c(F)c(F)cc2ccccc12
 : -12, 0.49, 100, 0, 0.9, 11, -10, 6, -5
Clc1ccc(Nc2nc(NCCN3CCOCC3)nc(N3CCOCC3)n2)cc1
 : -1, 0.93, 79, -1, 1, -3, 9, -5, 15
CC1CCN(c2nc3c(c(=O)[nH]c(=O)n3C)n2Cc2ccccc2Cl)CC1
 : 18, 6.2*, 68, 0, 1, 4, -3, 9, 12
Cc1cc(NCc2ccccc2Cl)n2nnnc2n1
 : -8, 0.28, 88, -3, 0.9, 1, -11, -9, 10
Cn1c(C(=O)N2CCN(Cc3ccccc3)CC2)cc2c(=O)n(C)c3ccccc3c21
 : -7, -0.019, 126, -3, 0.9, 4, -4, 5, 23
CCC(=O)N(Cc1cc2c(C)cc(C)cc2[nH]c1=O)C1CCCCC1
 : 0, 2.1, 83, -2, 0.9, 6, 2, -7, 31
Cc1csc(C2=C(O)CN(CCc3ccccc3)C2=N)n1
 : -9, -0.63, 87, -5, 1, -12, -9, 1, -1
Cc1ccc(C(=O)Oc2ccc3c(c2)ncn3C)cc1
 : 12, 0.31, 41, -2, 0.9, -9, -3, -10, 17
Nc1nc(-c2ccc(Br)s2)c(Br)s1
 : -9, 1.9, 67, 0, 0.9, 4, 16, 5, 10
CC(C)N(C(=O)CSc1nn2c(=O)c(C(C)(C)C)nnc2s1)c1ccccc1
 : -42, 1.2, 53, 3, 0.8, 12, 2, -32, 24
Cc1cccc(-n2c(N)cc(=O)[nH]c2=S)c1
 : 13, 0.37, 152, -2, 0.9, 2, 0, 2, 0
Cc1ccc(C(c2nnnn2CC2CCCO2)N2CCN(c3cccc(C)c3C)CC2)cc1 (configuration not stated)
 : 12, -0.89, 83, -4, 0.9, 3, -7, -9, 27
COC(=O)C1CCN(C(=O)c2ccccc2NC(C)=O)CC1
 : 2, -1.2, 100, -7, 0.9, 9, -7, -2, 6
CCN1CCN(c2cc(=O)n(C3CCCCC3)c(=O)[nH]2)CC1
 : 14, ., 82, -2, 1, 5, -4, 8, 0
Cn1cnc2c1c(=O)n(Cc1cccc(Br)c1)c(=O)n2C
 : 2, 11*, ., 3, 1, 4, -5, -3, -4
Cc1csc(NC(=O)C2CCCN2C(=O)OCC(C)C)n1 (configuration not stated)
 : -2, -0.51, 119, -4, 0.9, 12, -4, -6, -16
COc1ccc(NC(C)=O)cc1NC(=O)CSc1nc2ncccc2[nH]1
 : 14, -0.19, 126, -6, 0.8, 6, 5, 3, -7
Cn1c(Cn2cnc3ccccc32)nnc1SCC(=O)CC(=O)Nc1ccccc1
 : 10, 0.21, 101, -2, 0.9, 1, -18, -14, 0
O=C(c1ccccc1)N1CCN(c2ccccc2F)CC1
 : 16, 0.68, 132, 1, 0.9, 5, 1, -19, -9
O=C(OCc1ccccc1F)c1ccc2c(c1)OCCO2
 : 40, 0.45, 89, 0, 0.8, 19, -11, 34, -3
O=C(Cn1cnc2c(cnn2-c2ccccc2Cl)c1=O)N1CCc2ccccc21
 : 0, -0.84, 147, -2, 0.9, 0, -11, -4, 0
O=S(=O)(Nc1cccc(C(F)(F)F)c1)c1cccnc1
 : 19, -0.42, 89, -4, 1, 0, -12, -5, 7
O=C(NC1CCCC1)C1CC(=O)N(CCc2ccccc2)C1 (configuration not stated)
 : -14, 0.93, 104, -1, 0.9, 11, 0, -12, 6
O=C(Nc1ccc2c(c1)OCO2)Nc1ccc(Br)cn1
 : 10, 1, 80, -6, 1, 7, -11, 41, 28
Cn1c(CN2CCOCC2)nnc1SCC(=O)NC1CCCCC1
 : -40, ., 95, 1, 1, 6, -11, -10, 5
COc1ccc2nc(SCC(N)=O)[nH]c2c1
 : -16, -0.077, 110, 2, 1.1, 1, -1, -12, -5
CCn1cc(Br)c(C(=O)Nc2ccc(F)c(Cl)c2)n1
 : 39, 1.1, 83, -5, 0.9, 10, -10, 35, 8
Cc1cc(C)cc(OCCCC(=O)O)c1
 : 1, -0.88, 103, 1, 0.9, 10, 0, -10, -2
COC(=O)c1ccccc1S(=O)(=O)N(CCCN1CCOCC1)Cc1cccs1
 : 7, -0.022, 114, -1, 0.9, 5, -11, -4, -5
O=C(Nc1ccc2c(c1)oc1ccccc12)c1cccnc1
 : 38, -0.32, 91, 1, 0.8, -1, -2, 55*, 30
CC(C)c1[nH]nc2c1C(c1ccc(OC(=O)c3ccco3)cc1)C(C#N)=C(N)O2 (configuration not stated)
 : 13, 0.015, 86, -3, 0.7, -1, -10, -3, 11
CCOC(=O)N1CCN(C(=O)CSc2ncccn2)CC1
 : -3, -0.51, 90, -9, 0.9, -1, 5, -3, 3
Cc1ccc(C(=O)NCCNC(=O)CN2CCCC2)cc1
 : 5, 0.14, 65, ., 0.9, -3, -9, -14, 9
COc1ccc(NC(=O)CN2CCN(CC(=O)Nc3ccccc3F)CC2)cc1OC
 : -3, -0.33, 127, -5, 1, 8, -3, 13, 18
Cc1cc(C(=O)O)sc1C
 : -19, 0.96, 94, -1, 1, 1, -10, -7, 35
COc1ccc2c(-c3ccccc3)cc(N3CCOCC3)nc2c1
 : -7, 0.012, 76, 0, 1, 2, -2, -4, 9
O=C(Nc1nc2ccccc2[nH]1)C1CC(=O)N(c2ccc3c(c2)OCCO3)C1 (configuration not stated)
 : -9, -0.29, 91, -7, 0.9, 12, -2, 19, 41
CN(C)c1ccc(C(=S)N2CCOCC2)cc1Br
 : -22, 0.15, 91, 0, 1.1, 8, -21, -27, 1

Sorted by formula weight (high to low): four of the compounds above.
Order of values – RORa activator, D1 allo mod, Her2 expr inh, Hsp90 block, TNAP act DEA, FXIIa mix inh, Cdc25B block, SF-1 act, MKP-1 inh
O=C(Nc1nc2ccccc2[nH]1)C1CC(=O)N(c2ccc3c(c2)OCCO3)C1 (configuration not stated)
 : -9, -0.29, 91, -7, 0.9, 12, -2, 19, 41
Cn1c(CN2CCOCC2)nnc1SCC(=O)NC1CCCCC1
 : -40, ., 95, 1, 1, 6, -11, -10, 5
COc1ccc2c(-c3ccccc3)cc(N3CCOCC3)nc2c1
 : -7, 0.012, 76, 0, 1, 2, -2, -4, 9
O=C(Nc1ccc2c(c1)oc1ccccc12)c1cccnc1
 : 38, -0.32, 91, 1, 0.8, -1, -2, 55*, 30

(list continues)
Order of values – RORa activator, D1 allo mod, Her2 expr inh, Hsp90 block, TNAP act DEA, FXIIa mix inh, Cdc25B block, SF-1 act, MKP-1 inh
Cn1c(=O)[nH]c(=O)c2c1nc(N1CCOCC1)n2CC(O)COc1ccc2ccccc2c1 (configuration not stated)
 : 16, ., 83, -4, 0.8, 2, 4, -14, 12
COc1ccc(S(=O)(=O)N2CCN(C(=O)c3cccs3)CC2)cc1OC
 : -27, 0.15, 137, -16, 1, 3, -11, -6, 16
O=c1c2nnn(Cc3ccccc3)c2ncn1C/C=C/c1ccccc1
 : 6, 0.0026, 59, -3, 1, 3, 0, 2, 5
COC(=O)c1ccc(Oc2cc(C)nc(SC)n2)cc1
 : 58*, 5.3*, 65, -3, 0.9, -17, -7, 71*, 2
COC(=O)C1ON2OC(C(=O)OC)C(C(=O)OC)C2C1CC(C)=O (configuration not stated)
 : -8, 0.31, 120, -5, 0.9, 15, -15, -2, -22
C=C(C)C1Cc2c(C)nn(-c3ccccc3)c2C1 (configuration not stated)
 : 4, 2, 92, -1, 0.9, 5, -22, -2, 17
CCOC(=O)c1cnn(-c2nc3sc4c(c3c(=O)[nH]2)CCCC4)c1N
 : -4, -0.29, 102, -5, 1.1, 4, -7, 2, 22
CCN(CC(=O)NC1CCCCCC1)S(=O)(=O)c1ccccc1
 : -4, 6.7*, -28*, -5, 1, 1, -22, -16, -5
CSCCC(NC(=O)c1c(C)oc2c1CCCC2)C(=O)O (configuration not stated)
 : -9, -0.039, 82, 2, 0.9, 2, -7, -13, 10
Cc1ccc(S(=O)(=O)NC(=O)Nc2ncc3c(n2)CC(c2ccco2)CC3=O)cc1 (configuration not stated)
 : -2, ., 105, 6, 1, 2, 17, 13, -15
Cc1nc2sc(C(c3ccco3)N3CCc4ccccc4C3)c(O)n2n1 (configuration not stated)
 : -24, -0.18, 73, 0, ., ., 10, -14, 7
Cc1ccc2c(c1)c1cccc3c1n2CCN3CCC(N)=O
 : 8, 0.43, 99, 11, 0.8, 1, -5, 23, 41
O=C(Cn1c(-c2ccccn2)nc2ccccc21)NCCN1CCOCC1
 : -4, -0.45, 80, -22, 1, 0, -12, 7, 17
CCOc1ccc2nc(SCC(=O)N(C)C3CCS(=O)(=O)C3)[nH]c2c1 (configuration not stated)
 : 0, -0.5, 99, 11, 0.8, -4, -6, 10, 10
COc1ccc(-n2nnc3c(SCc4ccccc4)ncnc32)cc1
 : 10, -0.5, 91, 3, 0.9, 6, -6, 11, 8
NC1=NC(c2ccc(Cl)cc2)n2c(nc3ccccc32)N1 (configuration not stated)
 : 2, 9.1*, 91, 0, 1.3, 2, -24, 5, 4
CCC(NS(=O)(=O)c1ccc(OC)cc1)C(=O)O (configuration not stated)
 : 2, -0.3, 100, 0, 0.9, 2, 4, 11, 28
C/C(NC(=O)c1ccccc1F)=C1\C(=O)C[C@@H]2[C@H]1C2(C)C
 : 34, ., 141, -7, 0.9, ., 0, 37, -27
CCOC(=O)N1CCN(C(=O)Cn2ncc3c2-c2ccccc2OC3)CC1
 : -3, -0.1, 105, -2, 1, 6, -7, 1, 2
COc1ccc(Nc2nc3ccccc3c(=O)s2)c(OC)c1
 : -21, -0.067, 115, 2, 0.9, 4, -4, -3, -18

Screens as filed in PubChem.
